OXTR potentiate = potentiators of human oxytocin receptor; activation, % at 3 µM; 320,000 compounds, 0.061% hits; CHO-OTR cells, Fluo-8 calcium fluorescence, potentiator mode; 0% = oxytocin EC15, 100% = EC100; AID 2445;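 active = activation above that plate's cutoff, the mean activation of tested compounds plus 3 SD, cut at about 6.6% in these data, passing the limit was not always enough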;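 also: 100% uses oxytocin at 75 nM as the full agonist control; some results filed as inactive read as strong as hits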
Target sequence (P30559 whole entry, looked up): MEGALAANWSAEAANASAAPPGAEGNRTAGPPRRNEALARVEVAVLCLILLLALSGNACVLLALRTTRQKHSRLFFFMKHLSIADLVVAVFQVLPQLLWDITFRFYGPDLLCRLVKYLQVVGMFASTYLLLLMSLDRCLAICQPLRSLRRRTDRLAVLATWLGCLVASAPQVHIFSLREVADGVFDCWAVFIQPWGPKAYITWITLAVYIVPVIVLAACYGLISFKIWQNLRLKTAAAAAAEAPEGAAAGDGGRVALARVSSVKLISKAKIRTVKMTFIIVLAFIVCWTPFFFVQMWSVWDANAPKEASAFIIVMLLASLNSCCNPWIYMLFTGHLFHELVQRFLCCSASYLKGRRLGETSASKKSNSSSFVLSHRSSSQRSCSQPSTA
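Replication – single well per compound, singlicate · Assay system – CHO cell line stably expressing human OTR · Timing – 6 min pre-incubation, 100 s read · Measure – normalized max/min fluorescence ratio, % activation · Doses – 3.0 µM, one dose · Detection – Fluo-8 calcium dye fluorescence · Probe or stimulus – oxytocin near EC15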
CHO parental Ca = counter-screen for OX1R antagonists: effect in parental CHO cells; parental CHO-K1, ATP-induced calcium, Fluo-8 fluorescence; inhibition, % at 5.6 µM; 330,000 compounds, 0.63% hits;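 active = inhibition above that plate's mean sample inhibition plus 3 SD, cut at about 26% in these data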;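 also: 0% = ATP-challenged DMSO wells and 100% = DMSO wells without ATP; some compounds past the cut are filed as inactive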
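Material: Parental CHO cells | Reagent: ATP | Compound dosing: Single nominal dose of 5.6 µM per compound | Detection: Intracellular calcium via Fluo-8 no-wash fluorescent dye | Read-out: % inhibition of ATP-induced calcium mobilization | Benchmarks: Low control ATP plus DMSO, high control DMSO only | Replicates: Singlicate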
TAAR1 ag = agonists of human TAAR1; CHO RD-HGA16 TAAR1, Fluo-8 calcium fluorescence; vehicle wells 0%, saturating PEA agonist 100%; 360,000 compounds, 0.99% hits; activation, % at 3 µM; Q96RJ0; AID 624467;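 active = activation above the mean activation of all test compounds in the run plus 3 SD, cut at about 38% in these data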
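Test system: RD-HGA16 (CHO) cells co-expressing Gα16 and hTAAR1 | Doses: Single dose, 3 µM | Schedule: 17-24 h seeding, 75 min 37 °C dye, 30 min RT | Evaluation: % activation from peak over basal fluorescence ratio, DMSO-to-PEA scaled | Technique: Kinetic Fluo-8 calcium fluorescence | Benchmarks: Low control DMSO, high control PEA (EC100)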
TAAR1 antag = antagonists of human TAAR1; Q96RJ0; CHO RD-HGA16 TAAR1, Fluo-8 calcium fluorescence, antagonist; inhibition, % at 3 µM; 360,000 compounds, 1.5% hits; AID 624466;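 active = inhibition above a per-plate cutoff, the mean inhibition of test compounds on that plate plus 3 SD, cut at about 49% in these data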;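 also: 0% = DMSO plus EC80 beta-PEA response and 100% = DMSO alone without agonist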
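Test system – hTAAR1-expressing CHO RD-HGA16 cells, Gα16-coupled · Reagent – β-PEA at EC80 concentration, post-compound challenge · Compound dosing – 3 µM, single point · Timing – 140 s kinetic read after compound, 140 s after agonist · Detection – Fluo-8 intracellular calcium dye fluorescence, real-time kinetic reads · Control set – DMSO and EC80 PEA controls · Repeats – n of 1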
OXTR ag = agonists of human oxytocin receptor; CHO-OTR cells, Fluo-8 calcium fluorescence; normalized: DMSO 0%, oxytocin 100%; activation, % at 3 µM; P30559; 320,000 compounds, 0.32% hits; AID 2435;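 active = activation above the mean of all tested compounds plus 3 SD, cutoff set per screening run, cut at about 20% in these data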;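 also: peak over basal fluorescence ratio from a 100 s FLIPR kinetic read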
CHRM1 agonist = human M1 muscarinic receptor agonism. P11229. CHO-K1 hM1, Fluo-8 calcium fluorescence, agonist mode; 0% DMSO, 100% acetylcholine EC100. activation, % at 3 µM. 360,000 compounds, 0.33% hits. AID 588814;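 active = activation above the run's mean compound activation plus 3 SD, cut at about 16% in these data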;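 also: peak over basal fluorescence ratio within a 140 s kinetic read after compound addition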
V1R ag counter = counter-screen for oxytocin receptor agonists: human V1a receptor agonists | 320,000 compounds, 0.25% hits | P37288 | CHO-V1R cells, Fluo-8 calcium fluorescence, agonist mode; 0% DMSO, 100% 3 nM vasopressin | activation, % at 3 µM;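 active = activation above the mean activation of all tested compounds plus 3 SD, per screening run, cut at about 20% in these data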;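 also: signal is peak over basal fluorescence ratio across a 100 second FLIPR read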
Target sequence (P37288 whole entry, looked up): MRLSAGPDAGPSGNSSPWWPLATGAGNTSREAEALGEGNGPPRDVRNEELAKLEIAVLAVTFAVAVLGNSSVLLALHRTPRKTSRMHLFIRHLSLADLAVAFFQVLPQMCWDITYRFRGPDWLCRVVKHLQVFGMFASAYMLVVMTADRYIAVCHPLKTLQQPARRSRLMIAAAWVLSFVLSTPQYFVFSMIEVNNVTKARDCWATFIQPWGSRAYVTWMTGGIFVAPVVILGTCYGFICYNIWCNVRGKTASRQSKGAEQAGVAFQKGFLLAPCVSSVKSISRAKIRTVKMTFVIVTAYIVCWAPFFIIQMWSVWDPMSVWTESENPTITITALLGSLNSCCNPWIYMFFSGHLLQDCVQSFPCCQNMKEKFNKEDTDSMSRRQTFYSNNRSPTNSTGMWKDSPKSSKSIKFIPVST
M1 PAM = positive allosteric modulators of human M1 muscarinic receptor; 360,000 compounds, 0.088% hits; activation, % at 3 µM; P11229; CHO-K1 hM1, Fluo-8 calcium fluorescence, ACh EC20; 0% = ACh EC20, 100% = maximal ACh; AID 588819; in the data active = activation above about 19%, passing the limit was not always enough
CHRM1 antagonist = antagonists of human M1 muscarinic receptor. inhibition, % at 3 µM. P11229. AID 588852. CHO-K1 hM1, Fluo-8 calcium fluorescence, ACh EC80 antagonist. 360,000 compounds, 1.3% hits;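 active = percent inhibition above its own plate's cutoff, namely the mean of that plate's compound wells plus 3 SD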;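 also: peak over basal fluorescence ratio during 140 s after agonist addition; 0% = ACh EC80 plus DMSO and 100% = DMSO alone without agonist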
An asterisk follows results filed as active; x = no result given.

smiles | OXTR potentiate | CHO parental Ca | TAAR1 ag | TAAR1 antag | OXTR ag | CHRM1 agonist | V1R ag counter | M1 PAM | CHRM1 antagonist
CC1=CC(C/C(C)=C/COc2ccc3ccc(=O)oc3c2)OC1=O (stereo not given) | 0 | -12 | -1 | -5 | 1.6 | -4 | 0.4 | 5 | -14
CCN1CCN(C(=O)CN(C)S(=O)(=O)c2ccc(OC)c(C)c2)CC1 | -2 | -18 | -1 | 4 | -0.5 | -4 | -0.2 | 5 | -11
Cc1cccc(NS(=O)(=O)c2cccc(C(=O)NCC(c3ccc(F)cc3)N3CCOCC3)c2)c1 (stereo not given) | x | x | 3 | 7 | x | 0 | x | 6 | -10
COc1cc(NC(=O)C2CSC3(C)CCC(=O)N23)c(OC)cc1Cl (stereo not given) | -8 | -9 | 1 | 7 | -1.5 | -3 | -1.3 | 8 | -8
Cc1ccc(-c2ccc(/C=N/N=C3/NC(=O)C(CC(=O)O)S3)o2)c([N+](=O)[O-])c1 (stereo not given) | -1 | 5 | 0 | 8 | 1.7 | -2 | 0.8 | 7 | -5
O=C(NCCc1ccc(O)cc1)c1[nH]c(C(F)(F)F)nc1-c1ccccc1 | x | x | 92* | 69* | x | -2 | x | -2 | -19
COc1cc2c(cc1OC)CN(C(=O)C1CCCN1S(=O)(=O)c1ccc(C)cc1)CC2 (stereo not given) | 5 | -27 | 4 | -18 | -1.1 | -5 | 0.2 | 5 | -10
COc1ccc(CN(CC(=O)NC2CCCC2)C(=O)c2onc(C(N)=O)c2N)cc1 | 2 | 1 | 8 | -6 | 1.6 | -6 | 1.7 | 13 | -19
Cc1ccc(Cn2c3ccccc3c3cn[nH]c(=O)c32)cc1 | -4 | -13 | 0 | -9 | -0.3 | 0 | -1.1 | 6 | -15
CCOC(=O)C1CCCN(CC(=O)Nc2c(C(=O)OC)[nH]c3ccc(Cl)cc23)C1 (stereo not given) | -11 | -26 | 5 | 5 | -1.8 | -1 | -0.6 | 2 | -3
COc1ccc(Cl)cc1NC(=O)NCc1cccnc1 | 5 | -15 | 2 | -4 | -0.5 | 2 | 0.1 | 17 | -14
Cc1ccc(CCC(=O)Nc2ncc(Cc3cc(Cl)ccc3Cl)s2)o1 | -6 | 1 | 4 | -33 | 0.6 | -3 | 0.2 | -3 | -8
Cc1nnc(SCC(=O)N2CCc3ccccc3C2)s1 | -8 | 4 | 3 | -12 | 0.1 | -1 | -0.5 | 8 | -4
CCn1c(COc2cc(C)ccc2C(C)C)nnc1SCC(=O)Nc1nccs1 | -2 | -10 | 2 | -12 | 0.6 | -4 | -0.2 | 4 | -3
Cc1ccc2nnnc(-c3ccccc3)c2c1 | 1 | -4 | 0 | 0 | -1.5 | -5 | 0.7 | 0 | 8
Cc1cc(C)cc(OC(=O)CN2C(=O)c3ccccc3C2=O)c1 | -5 | -6 | 6 | 2 | -1.9 | -1 | -0.6 | 6 | -1
C/C(=N\NC(=O)CSc1nc(C)cc(C)n1)c1ccc([N+](=O)[O-])cc1 | -3 | -21 | 1 | -19 | 2.0 | -1 | 0.4 | 12 | -4
Cc1cc(C(=O)Nc2ccc(S(=O)(=O)Nc3onc(C)c3C)cc2)cs1 | -4 | 5 | 4 | 14 | 0.0 | -5 | 0.7 | 13 | -8
CN(Cc1ccccc1)C(=C(Cl)Cl)C(=C1NCCN1)[N+](=O)[O-] | -6 | 6 | x | x | 0.2 | 0 | 0.5 | 4 | 7
O=C1c2[nH]nc(-c3ccccc3O)c2C(c2ccc(F)cc2)N1Cc1ccco1 (stereo not given) | -7 | -11 | 9 | 3 | 0.9 | 1 | -1.1 | 7 | -3
O=C(Nc1cc2c(cc1Br)OCCCO2)c1cccnc1 | -1 | -4 | 1 | -7 | 1.0 | -2 | 0.2 | 6 | -15
Cc1nc(SCCO)c2oc3ccccc3c2n1 | -3 | -17 | 1 | -8 | -0.4 | -1 | 1.1 | 12 | -35
O=C(Nc1nc2c(s1)CCCC2)c1ccc(S(=O)(=O)N2CCCc3ccccc32)cc1 | -11 | -25 | -1 | 7 | -0.2 | -5 | 1.3 | -2 | 7
O=C(O)CCCC(=O)N1CCc2cc(S(=O)(=O)NCc3ccccc3)ccc21 | -7 | -4 | 1 | 7 | -1.4 | -2 | -0.6 | 1 | 6
CC(OC(=O)c1cc2sccc2n1C)C(=O)NCC1CCCO1 (stereo not given) | -7 | -6 | 6 | -5 | 0.0 | 5 | 0.2 | 17 | -28
CC1CN(Cc2ccc(Cl)cc2Cl)CC(C)O1 (stereo not given) | -1 | 0 | 5 | -10 | -0.5 | -4 | 0.5 | 9 | -10
CCOC(=O)C1CN(S(=O)(=O)c2ccc(OC)cc2)c2ccccc2O1 (stereo not given) | -9 | -10 | -2 | -2 | -1.0 | -8 | 0.3 | 1 | -1
CCCCCC/C=N/Nc1nnc(Cc2ccccc2)c(=O)[nH]1 | -2 | -16 | 0 | -18 | -0.8 | -1 | 0.5 | 16 | -18
CCOc1ccc(NC(=O)CN2C(=O)S/C(=C/c3cccn3C)C2=O)cc1 | -17 | -11 | 3 | 16 | -0.8 | -1 | 0.1 | 2 | -7
CC(C)(C)c1ccc(C(=O)Nc2ccc([N+](=O)[O-])cn2)cc1 | -6 | -18 | 0 | 24 | -2.1 | -8 | -0.7 | 0 | -10

Six compounds drawn at random from those above:
smiles | OXTR potentiate | CHO parental Ca | TAAR1 ag | TAAR1 antag | OXTR ag | CHRM1 agonist | V1R ag counter | M1 PAM | CHRM1 antagonist
Cc1cc(C)cc(OC(=O)CN2C(=O)c3ccccc3C2=O)c1 | -5 | -6 | 6 | 2 | -1.9 | -1 | -0.6 | 6 | -1
O=C(Nc1cc2c(cc1Br)OCCCO2)c1cccnc1 | -1 | -4 | 1 | -7 | 1.0 | -2 | 0.2 | 6 | -15
C/C(=N\NC(=O)CSc1nc(C)cc(C)n1)c1ccc([N+](=O)[O-])cc1 | -3 | -21 | 1 | -19 | 2.0 | -1 | 0.4 | 12 | -4
Cc1cccc(NS(=O)(=O)c2cccc(C(=O)NCC(c3ccc(F)cc3)N3CCOCC3)c2)c1 (stereo not given) | x | x | 3 | 7 | x | 0 | x | 6 | -10
Cc1ccc2nnnc(-c3ccccc3)c2c1 | 1 | -4 | 0 | 0 | -1.5 | -5 | 0.7 | 0 | 8
Cc1ccc(-c2ccc(/C=N/N=C3/NC(=O)C(CC(=O)O)S3)o2)c([N+](=O)[O-])c1 (stereo not given) | -1 | 5 | 0 | 8 | 1.7 | -2 | 0.8 | 7 | -5

(cont.)
smiles | OXTR potentiate | CHO parental Ca | TAAR1 ag | TAAR1 antag | OXTR ag | CHRM1 agonist | V1R ag counter | M1 PAM | CHRM1 antagonist
Cc1ncc([N+](=O)[O-])n1CC(=O)Nc1ccc(OC(F)(F)Cl)cc1 | -8 | 1 | 4 | 18 | 0.6 | 1 | -0.5 | -8 | 13
O=C(NCCc1ccccc1)c1ccccc1NC(=O)C1CCCO1 (stereo not given) | 0 | -1 | 2 | 6 | -1.8 | -3 | -0.9 | -2 | 4
COC(CNC(=O)c1cccc(-n2c(=S)[nH]c3cc(Cl)ccc3c2=O)c1)OC | 3 | -9 | 3 | -43 | -0.2 | -4 | 0.6 | 4 | -7
COc1ccc2[nH]cc(CCn3ccc(=O)c(C)c3C)c2c1 | 2 | -9 | 2 | -22 | 0.9 | -2 | 0.1 | 6 | 1
CCCNC(=O)c1ccc(C)c(NC(=O)C2=C(C)OCCS2)c1 | -10 | 12 | 3 | 9 | 0.7 | -5 | -0.2 | 10 | -15
Clc1cccc(Nc2ncnc3c2cnn3-c2ccccc2)c1 | -7 | -4 | -2 | 31 | 1.0 | -3 | -0.1 | 1 | -8
Cc1ccc(OCCC(=O)OCC(=O)NC2CCCC2)cc1 | -1 | -6 | 0 | -6 | -1.7 | -3 | -0.3 | 0 | 3
COc1ccccc1NS(=O)(=O)c1ccc(S(=O)(=O)N2CCOCC2)cc1 | -23 | -8 | 5 | 7 | 1.2 | -2 | 0.7 | 3 | 1
Cc1ccc(S(=O)(=O)CCC(=O)c2ccc(O)cc2O)cc1 | -6 | 9 | 12 | 0 | 6.3 | -2 | 2.8 | 3 | 0
CCCCCN(C(=O)NC(=O)Nc1nncs1)S(C)(=O)=O | -7 | -1 | 6 | -17 | 0.5 | 1 | 0.1 | -1 | -22
COc1ccc(C2/C(=C(/O)c3ccccc3)C(=O)C(=O)N2C)cc1OC (stereo not given) | -9 | -11 | 0 | -18 | 0.1 | -2 | 1.6 | 9 | -13
Cc1cc(C)nc(N2CCN(c3ccc(F)cc3)CC2)n1 | x | x | 0 | -6 | x | -3 | x | 7 | -5
CCNC(=S)NNC(=O)c1cc(-c2cccnc2)nc2ccccc12 | -10 | -11 | 1 | -18 | -0.8 | 1 | -0.1 | 10 | -12
Cc1cccc(OCC(=O)Nc2ccc(NC(=O)c3ccco3)cc2)c1 | x | x | 5 | -1 | x | -2 | x | -5 | 7
Cc1ccc(NC(=O)CC(=O)Nc2ccc(C)c(C)c2)cc1C | 0 | -4 | 1 | -22 | 0.3 | -5 | 1.2 | 4 | -1
COc1cccc2cc(C(C)=O)c(=O)oc12 | 2 | -4 | 17 | 0 | 0.8 | -5 | 0.9 | 12 | -21
CCOC(=O)c1ccc(NC(=S)N2CCN(C(=O)C3CCCO3)CC2)cc1 (stereo not given) | -2 | 7 | 1 | -11 | -0.3 | -3 | 0.1 | -1 | 11
CCOC(=O)N1CCC(NS(=O)(=O)c2cc3c(cc2Br)CCN3C(=O)CC)CC1 | x | x | 0 | -10 | x | -3 | x | 4 | -16
CN(C(=O)c1cccc(NC(=O)Cc2ccc(NC(=O)C3CCCN(C(=O)C4CCCCC4)C3)cc2)c1)C1CCCC1 (stereo not given) | x | x | -2 | 7 | x | -6 | x | 7 | -7
CC(=O)Nc1ccc(NC(=O)C(=O)c2cn(CC(=O)N3CCCC3)c3ccccc23)cc1 | 0 | -19 | 7 | 2 | 0.6 | 0 | 2.0 | 14 | -12

High-throughput results deposited in PubChem by The Scripps Research Institute Molecular Screening Center.
